# TrxR1 substrate: is turned over as a substrate by rat TrxR1. O89049. purified TrxR1 substrate turnover, NADPH consumption readout. Potency, µM (titrated, usually from 114 µM), for the others: at the top dose activity change, negative = substrate turnover. 390,000 tested, 0.01% active; also: potency is read from the fitted curve at half-maximal effect; % is scaled to controls: 0 for no effect and ±100 for the full control effect; nearly all actives have a fitted effect of over 50% in size
# Target sequence (O89049 whole entry, looked up): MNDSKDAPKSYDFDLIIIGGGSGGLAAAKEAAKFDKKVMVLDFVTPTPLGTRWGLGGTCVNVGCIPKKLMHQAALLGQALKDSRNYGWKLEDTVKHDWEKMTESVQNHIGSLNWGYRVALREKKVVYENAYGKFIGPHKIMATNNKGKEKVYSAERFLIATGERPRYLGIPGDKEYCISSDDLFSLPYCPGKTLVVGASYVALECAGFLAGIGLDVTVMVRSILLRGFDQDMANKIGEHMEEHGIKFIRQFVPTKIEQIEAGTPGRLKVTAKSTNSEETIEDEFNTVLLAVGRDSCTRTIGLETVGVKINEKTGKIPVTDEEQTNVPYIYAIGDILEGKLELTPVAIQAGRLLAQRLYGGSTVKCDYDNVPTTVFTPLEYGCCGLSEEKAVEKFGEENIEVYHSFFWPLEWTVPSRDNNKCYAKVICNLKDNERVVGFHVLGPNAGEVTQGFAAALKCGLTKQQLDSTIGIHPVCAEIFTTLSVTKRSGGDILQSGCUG
#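 Rat TrxR1, dispensed at 90 nM, was prereduced with 400 uM NADPH (final) for 5 min at ~22 deg C, then incubated with compound 15 min before 400 uM selenite. A first-read NADPH fluorescence drop versus no-compound background flagged substrates.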
# LDHA block: inhibitors of human lactate dehydrogenase A; P00338; purified LDHA, NADH/diaphorase-resazurin fluorescence; stronger effect = lower value; activity change, % (values are at about 110 or 230 µM); 480,000 tested, 0.15% active; AID 1347041; in the data active = activity change below about -30%; inconclusive = mostly about -25% to -30%;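 also: plate controls were DMSO wells for no effect and wells without enzyme for full effect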
#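 Resorufin fluorescence (ex540/em590), read at 0 and 20 min after diaphorase/resazurin addition, reports the NADH left after a 5 min room-temperature reaction of 2 nM human LDH5 with 0.06 mM NADH and 0.2 mM pyruvate.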
# RXFP1 ag: RXFP1 (human) receptor agonism | HEK293T-RXFP1 cAMP TR-FRET, 30 min; response scale: percent of porcine relaxin response, buffer zero | Potency, µM (titrated, usually from 57.5 µM), for inactives: at the highest dose activation, usual class: activators | 370,000 tested, 0.3% active; also: potency is read from the fitted curve at half-maximal effect; % is scaled to controls: 0 for no effect and ±100 for the full control effect; nearly all actives have a fitted effect of over 60% in size; many of its hits are not listed in these tables
#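 Agonist response is measured as cAMP accumulation in an RXFP1-transfected HEK293T line under PDE4 inhibition. Values are scaled between buffer-only and 29 nM porcine relaxin, and EC50s come from standard Hill equation fits.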
# GRP78 ERSR act: inducers of ER stress response in human glioma cells. U87-MG GRP78 promoter luciferase reporter, 16 h. Potency, µM, for the others: at the highest dose activation, hits mostly activators. 420,000 tested, 0.02% active; also: potency is read from the fitted curve at half-maximal effect; series mostly up to about 76 µM; % of control where 0% means no effect; nearly all actives have a fitted effect of over 35% in size
#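 Stably transfected U87-MG glioma cells carrying a GRP78-based luciferase sensor; 16 h compound incubation. Luminescence end-point read 10 min after Bright-Glo addition at room temperature.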
# mIDH1 inhibitor: human IDH1 R132H inhibition; IDH1-R132H enzyme, NADPH consumption, diaphorase/resazurin fluorescence; Potency, µM (doses to about 76.6 µM), inactives show at the top dose activity change, negative = inhibition, actives largely listed as inhibitors; AID 602179; O75874; 390,000 tested, 0.093% active; also: potency is read from the fitted curve at half-maximal effect; % is scaled to controls: 0 for no effect and ±100 for the full control effect; nearly all actives have a fitted effect of over 65% in size
#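 IDH1-R132H (0.5 ug/mL) preincubated 30 min with compound, then NADPH (0.016 mM) and alpha-KG (2 mM) added; 80 min at RT, pH 7.5. Remaining NADPH coupled via diaphorase/resazurin to fluorescence (540/590 nm); concentration-response curves normalized to no-enzyme control.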
# Vif-A3G inh: inhibitors of Vif-APOBEC3G interaction | HeLa A3G-eYFP + Vif (tagged APOBEC3G with the HIV-1 protein that degrades it), YFP fluorescence, overnight | 410,000 tested, 0.076% active | Potency, µM (series often up to 46.1 µM), inactives show at the highest dose activity, negative = active, hits mostly inhibitors | AID 602310 | Q9HC16;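 also: potency is read from the fitted curve at half-maximal effect; % is scaled to controls: 0 for no effect and ±100 for the full control effect; nearly all actives have a fitted effect of over 60% in size; hits raise eYFP signal because A3G escapes Vif-driven loss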
# Target sequence (Q9HC16 whole entry, looked up): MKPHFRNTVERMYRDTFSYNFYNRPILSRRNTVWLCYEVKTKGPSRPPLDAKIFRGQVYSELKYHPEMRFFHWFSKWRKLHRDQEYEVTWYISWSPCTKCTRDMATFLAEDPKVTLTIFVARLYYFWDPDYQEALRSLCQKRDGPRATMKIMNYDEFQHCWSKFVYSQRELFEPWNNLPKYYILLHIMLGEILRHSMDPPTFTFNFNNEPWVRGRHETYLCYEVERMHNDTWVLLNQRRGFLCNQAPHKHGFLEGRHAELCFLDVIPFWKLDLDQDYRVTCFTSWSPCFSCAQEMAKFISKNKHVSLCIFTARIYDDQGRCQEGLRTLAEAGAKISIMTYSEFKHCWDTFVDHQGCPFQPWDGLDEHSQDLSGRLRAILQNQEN
#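 HeLa cells stably expressing Vif and C-terminally eYFP-tagged A3G, seeded overnight at 37 deg C, then exposed to compound by pintool overnight at 37 deg C. Rise in yellow fluorescence (Ex 488/Em 500-530, Acumen) marks blocked Vif-driven A3G degradation.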
# Vif-APOBEC3F blk: blocks the Vif interaction with APOBEC3F | HeLa A3F-eYFP + Vif (tagged APOBEC3F with the HIV-1 protein that degrades it), YFP fluorescence increase | Potency, µM (doses to about 46.1 µM), for inactives: at the top dose activity, negative = active | 390,000 tested, 0.2% active; also: potency is read from the fitted curve at half-maximal effect; % of control where 0% means no effect; nearly all actives have a fitted effect of over 65% in size
#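 HeLa cells stably expressing A3F-eYFP plus Vif, plated and incubated overnight at 37 deg C, then exposed to compounds overnight at 37 deg C. Blocked degradation read as raised yellow fluorescence (Ex 488/Em 500-530).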
# PI4K2A inh: inhibitors of human PI4K2A; 420,000 tested, 0.13% active; activity change, negative = inhibition, % at 76.9 µM; AID 1346378; Q9BTU6; purified PI4K2A, ADP-Glo luminescence, 1 h; stronger effect = lower value; in the data active = activity change below about -50%; inconclusive = mostly about -30% to -49%;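 also: -100% = wells without enzyme as full effect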
#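 PI4K2A activity was measured by ADP-Glo luminescence: enzyme (4 ug/mL stock) and phosphatidylinositol (1.2 mM stock) in Tris pH 7.5/MgCl2/EGTA/Triton X-100 buffer were reacted with ATP (300 microM stock) for one hour at ambient temperature.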
# USP1-UAF1 inh: blocks the human USP1/UAF1 deubiquitinase complex | O94782 | recombinant USP1/UAF1, Ub-Rhodamine cleavage fluorescence | Potency, µM (titrated, usually from 57.1 µM), without a hit: at the highest dose activity change, negative = inhibition, hits mostly inhibitors | 390,000 tested, 0.23% active | AID 743255; also: potency is read from the fitted curve at half-maximal effect; % is scaled to controls: 0 for no effect and ±100 for the full control effect; nearly all actives have a fitted effect of over 60% in size; inactives centre near -12
#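 High-throughput fluorogenic screen: 1nM USP1/UAF1 complex, Ub-Rho substrate 150nM final, 50mM HEPES pH 7.8 with 0.5mM EDTA, 0.1 mg/ml BSA, 1mM TCEP and 0.01% Tween-20.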
# The depositor's hits bear a star; ? = inconclusive; . = no result given; & = joins results of further samples; [ ] = dose if it differs, or a comment. Unless noted, calls follow the shape of the dose curve; as a rule, active = well fitted curve in the direction sought with a large enough effect; inconclusive = small, poorly fitted or top-dose-only effect, or another doubt; inactive = no such curve, though single readings can be large; an effect the other way counts as inactive or inconclusive. These rows are one share of the data; the hit share may differ from the screen's.
# Values run as follows: GRP78 ERSR act	USP1-UAF1 inh	LDHA block	Vif-A3G inh	Vif-APOBEC3F blk	RXFP1 ag	TrxR1 substrate	PI4K2A inh	mIDH1 inhibitor
COc1ccc(C(=O)NCCCNC(=O)c2ccccn2)cc1
 : -7%	-6%	-2	7%	1%	0.7%	-3%	6	4%
COc1ccc(C(CNC(=O)CCNC(=O)c2ccc(Br)cc2)N2CCOCC2)cc1 (centres undefined)
 : -3%	-9%	-4	1%	0%	0.2%	-8%	2	1%
Cc1cc(C)cc(C(=O)NC(CC(N)=O)c2ccc(N3CCCCCC3)c([N+](=O)[O-])c2)c1 (centres undefined)
 : -3%	-19%	0	0%	5%	-0.7%	-6%[57.1 µM]	1	2%
Cn1c(=O)cc(Nc2ccc(Cl)cc2)[nH]c1=O
 : -2%	-8%	-2	4%	-11%	0.0%	2%	-1	-7%
Cc1ccccc1CN(c1ccc(C(=O)NCc2cccnc2)cc1)S(C)(=O)=O
 : 3%	-23%	0	0%	-12%	-3.3%	-7%	-1	-4%
COc1ccc(NC(=O)/C=C\C(=O)N(c2ccc(C(C)C)cc2)C(C(=O)NCc2ccco2)c2ccc(C)cc2)cc1 (centres undefined)
 : -3%	-16%	0	8%	1%	1.3%	-9%[57.1 µM]	4	-23%
O=C(CN1CCOCC1)NCc1ccccc1Cl
 : -1%	-4%	-14	1%	8%	-0.3%	3%	1	5%
CCCC(=O)Nc1nnc(COC)s1
 : -5%	-8%	-7	3%	4%	0.3%	-2%	4	2%
CC1=C(C(=O)Nc2cccnc2)C(c2ccc(F)cc2)n2nc(SCc3ccccc3F)nc2N1 (centres undefined)
 : -1%	-9%	-5	0%	-1%	-1.2%	-6%	5	-15%
CCC(C)(C)NC(=O)/C=C/c1cccs1
 : 5%	-3%	-7	2%	-4%	3.7%	-6%	6	-2%
CCN1C(=O)c2ccccc2Sc2ccc(NC(=O)Nc3cc(C)cc(C)c3)cc21
 : -5%	-26%	1	-4%	-2%	18%	12%	-3	0%
CC(=O)c1cccc(NC(=O)C2CCCN2S(=O)(=O)c2cccc3nsnc23)c1 (centres undefined)
 : -1%	-22%	-9	3%	1%	1.4%	4%	0	3%
Cc1nc2ccc(NC(=O)c3cncc(Br)c3)cc2s1
 : 3%	-23%	-4	1%	5%	2.3%	-1%	1	3%
COc1ccc(NC(=O)c2ccc3c(c2)OCO3)cc1
 : -8%	-12%	-10	0%	6%	-1.4%	1%	-4	1%
CCCN(CCC)C(=O)CCS(=O)(=O)c1cccc2nsnc12
 : -6%	2%	-2	1%	.	2.0%	-19%	0	16%
CN1CCN(S(=O)(=O)c2cccc(C(=O)NCc3ccc(Cl)cc3)c2)CC1
 : -2%	-22%	0	1%	0%	1.4%	1%	1	8%
Cc1ccc2c(c1)N(CC(=O)Nc1ccccc1F)C(=O)C(C)O2 (centres undefined)
 : -7%	-7%	-6	0%	15%	.	-7%	1	0%
CC(CO)NS(=O)(=O)c1cccc(Cl)c1F (centres undefined)
 : 11%	?	-3	1%	-6%	.	.	-2	-1%
COc1ccccc1N1CCN(CC(=O)Nc2ccc(S(=O)(=O)N3CCCCCC3)cc2)CC1
 : -3%	-21%	-5	3%	1%	-0.2%	-2%	3	-13%
CCOC(=O)C1CCN(C(c2cc3ccc(C)cc3[nH]c2=O)c2nnnn2C2CCCCC2)CC1 (centres undefined)
 : -2%	-13%	-2	2%	-16%	3.7%	-5%	-7	7%
O=C(O)COc1ccccc1/C=N/NC(=O)c1cccc(S(=O)(=O)N2CCOCC2)c1
 : -2%	-9%	8	1%	1%	0.7%	0%[57.1 µM]	-5	-1%
C=Cc1cc2c(cc1O)CCC1C2CCC2(C)C(O)CCC12 (centres undefined)
 : 5%	-9%	-7	-24%	0%	.	-2%	2	-6%
COc1ccc(/C=C/C(=O)OCC(=O)Nc2c(C)cccc2C)cc1
 : 3%	-11%	-7	0%	1%	0.0%	-3%	-2	-2%
CC(C)OC(=O)N(C)c1ccc(C(O)(C(F)(F)F)C(F)(F)F)cc1
 : 1%	-6%	6	1%	-5%	-1.0%	-8%	-5	7%
CCc1nc2c(OCCn3cccc3)cccn2c1N(C)C(=O)c1ccc(C)cc1
 : -5%	.	-4	-3%	.	.	.	-5	.
Cc1cccc(C)c1NC(=S)N(C)CCc1ccccn1
 : -3%	-8%	-4	0%	-24%	-0.3%	-7%	0	1%
O=C(COc1ccccc1)N=C1SC2CS(=O)(=O)CC2N1c1cccc(F)c1 (centres undefined)
 : 7%	-21%	1	4%	4%	-1.4%	0%	-8	5%
Cc1cccnc1NC(=O)c1ccc(Cl)c(S(=O)(=O)N2CCCCC2)c1
 : -4%	-16%	-4	-8%	-10%	2.8%	-2%	2	7%
COc1ccc(NC(=O)CSc2nnc(-c3ccccc3C)n2C)cc1
 : -4%	-13%	4	-1%	2%	1.0%	3%[57.1 µM]	-4	-1%
COc1cc(C(=O)OCCCN(C)C)cc(OC)c1OC
 : -4%	-15%	-4	-3%	8%	-1.1%	9%[11.4 µM]	-2	3%

# Next compounds:
# Values run as follows: GRP78 ERSR act	USP1-UAF1 inh	LDHA block	Vif-A3G inh	Vif-APOBEC3F blk	RXFP1 ag	TrxR1 substrate	PI4K2A inh	mIDH1 inhibitor
CCC(CO)Oc1cc(NCc2cccc(F)c2)c2ncn(C(C)C)c2c1 (centres undefined)
 : -3%	-9%	17	-2%	0%	.	-13%	-6	2%
Cc1ccc(NC(=O)c2cnccn2)cc1
 : -4%	-19%	-9	1%	10%	-1.4%	3%[57.1 µM]	-3	-1%
Cc1ccccc1CNC(=O)c1ccccc1N
 : -3%	-10%	-2	1%	0%	0.3%	138%[activator]	2	6%
O=C(CC1CCCCC1)NCc1ccc(F)cc1
 : 3%	1%	-6	-1%	11%	1.3%	3%	5	-8%
O=C(CCC1CCCCC1)NCCN1CCOCC1
 : -6%	0%	-2	-1%	-15%	-0.1%	-11%	-2	8%
O=c1[nH]ncn1-c1ccccc1C(F)(F)F
 : -4%	-5%	1	0%	-3%	-0.3%	4%	1	1%
OC(Cc1ccncc1)(c1ccccc1)c1ccccc1
 : -5%	-20%	5	1%	-1%	-0.3%	-2%[57.1 µM]	-2	-6%
O=C(CCC(=O)Nc1nnc(C2CCCCC2)s1)NCc1ccc(F)cc1
 : -4%	-12%	-11	2%	-5%	-0.6%	-2%	-4	0%
Cc1ccc(N=Cc2c(O)n(-c3ccc4c(c3)OCO4)c(=O)c3ccccc23)cc1
 : -4%	-6%	-3	1%	4%	-1.1%	-2%	-3	-3%
CCOc1ccc(C(C)C)cc1S(=O)(=O)n1ccnc1C
 : -2%	-9%	-3	2%	-9%	-0.8%	0%	0	-4%
Cc1[nH]c(C)c(S(=O)(=O)Nc2cccc(Cl)c2C)c1C(=O)N1CCCC1
 : -4%	-27%	0	-2%	-4%	4.6%	-8%	4	6%
COc1ccc(CNc2nc(SCc3ccccc3Cl)nc3ccccc23)cc1
 : -2%	-26%	-2	0%	1%	0.9%	3%[57.1 µM]	-1	-6%
COc1cc(C(=O)NC(=S)N(CCc2ccccc2)CCc2ccccc2)cc(OC)c1OC
 : -5%	-26%	-1	1%	5%	1.2%	-4%	-1	2%
O=C1NC(=Nc2ccccc2)S/C1=C\c1cccnc1
 : -1%	-13%	-5	-1%	-5%	-3.8%	-6%	0	-2%
O=C(CSc1ncc2c(n1)-c1cc(Cl)ccc1N(Cc1ccccc1F)S2(=O)=O)Nc1cccc(C(F)(F)F)c1
 : 0%	-22%	-11	-2%	0%	-0.7%	14%[57.1 µM]	1	-9%
Cn1c(CN2CCOCC2)nnc1SCc1ccccc1
 : -3%	3%	-8&-3	1%	-4%	0.2%	10%	2	-1%
COc1ccc(C2NC(=O)c3ccccc3N2)c(OC)c1OC (centres undefined)
 : -6%	-6%	-6	-27%	-6%	.	.	-1	9%
Cc1noc(C)c1S(=O)(=O)N1CCC(C(=O)NC2CCN(Cc3ccccc3)CC2)CC1
 : -2%	3%	-3	-1%	-1%	-0.4%	1%	2	3%
O=C(NC(=S)Nc1ccc(NC(=O)c2ccccc2)cc1)c1ccc(F)cc1
 : -8%	-18%	-10	1%	-4%	-0.3%	3%	2	9%
COC(=O)c1ccc(NC(=S)N2CCC(C(N)=O)CC2)cc1
 : -1%	-19%	-10	-1%	-11%	-1.3%	3%	-6	-3%
Cc1cc(NC(=O)C(=O)c2cn(C)c3ccccc23)no1
 : 5%	-16%	-7	1%	-2%	6.7%	5%[57.1 µM]	2	11%
CN(C)C(CNC(=O)C1CC(=O)N(c2cccc(C(F)(F)F)c2)C1)c1ccccc1 (centres undefined)
 : -3%	6%	-3	1%	-4%	.	.	-1	-5%
Cc1ccccc1-n1c(SCc2c(C)noc2C)nnc1-c1c[nH]c2ccccc12
 : -1%	-8%	-2	-25%	-1%	2.7%	-15%	-4	5%
COc1ccc(C2C(=O)N(C3CCCCC3)CC(=O)N2CCc2ccccc2)cc1OC (centres undefined)
 : -5%	-10%	3	-1%	0%	3.1%	7%	-8	4%
CN1CCN(c2nc(-c3cccs3)cs2)CC1
 : 2%	-3%	-5	0%	8%	-0.1%	1%[57.1 µM]	2	-3%

# Assay outcomes as filed in PubChem.
